Growth percent in the NCI-60 one-dose screen (48 h, 10 µM unless noted): 100 = growth as untreated, 0 = no growth, -100 = all killed.
SNB-75 = SNB-75 CNS cancer. 79,000 tested, 5% active
SNB-19 = SNB-19 CNS cancer cells; 81,000 tested, 2.5% active
KM12 = KM12 colon cancer cells. 82,000 tested, 5% active
U251 = U251 CNS tumor cells. 80,000 tested, 5.4% active. AID 1794753
SF-268 = SF-268 CNS cancer cells; 82,000 tested, 3.1% active
SF-539 = SF-539 CNS cancer; 81,000 tested, 6.8% active
HCT-116 = HCT-116 colon cancer; AID 1794798; 82,000 tested, 7.3% active
SF-295 = SF-295 CNS cancer cells; 79,000 tested, 5.6% active
HCC-2998 = HCC-2998 colon cancer; AID 1794799; 79,000 tested, 4.7% active
An asterisk follows results filed as active; . = no result given; & = joins results of further samples; ! = a repeat was not active; [ ] = another dose, or the depositor's remark. Rule for the calls: active = growth percent below 10; inactive = the rest. Some of the compounds tested, so the mix of outcomes need not match the whole.

#1 O=S(OCC(Cl)(Cl)Cl)OCC(Cl)(Cl)Cl
#2 CC(=O)O[C@H]1CC[C@@]2(CO)C(=CC[C@@H]3[C@@H]2CC[C@]2(C)C(=O)CC[C@@H]32)C1
#3 Cc1ccc(-n2c(Sc3nnc(N)s3)nc3ccc(C)cc3c2=O)cc1
#4 CC(=O)OCC1OC([S-])C(OC(C)=O)C(OC(C)=O)C1OC(C)=O.[Au+].c1ccc(CN2[CH-]N(Cc3ccccc3)C(c3ccccc3)=C2c2ccccc2)cc1
#5 CNC(=O)Oc1ccc(C)cc1OC
#6 CCOP(=O)(OCC)C(O)c1ccccc1Cl (configuration not stated)
#7 O=C(/C=C/c1cccc(Br)c1)c1nc2ccccc2n1Cc1ccc(Br)cc1
#8 Nc1ccc(Cl)cc1
#9 COc1ccc(-n2c(Sc3sc(N)nc3C)nc3ccc(Cl)cc3c2=O)cc1
#10 CC(c1c[nH]c2ccccc12)N1CCCCC1 (configuration not stated)

compound no. | 1 | 2 | 3 | 4 | 5 | 6 | 7 | 8 | 9 | 10
SNB-75 | 96 | 75 | . | 3.9* | 89 | 98 | 60 | 88 | . | 102
SNB-19 | 111 | 105 | 98 | -80* | 102 | 105 | -67* | 103 | 100 | 107
KM12 | 108 | 114 | 101 | 38 | 102 | 103 | 6.5* | 102 | 96 | 99
U251 | . | 102 | 91 | -84* | 94 | 100 | -83* | 97 | 97 | 110
SF-268 | 101 | 113 | 99 | -36* | 104 | 100 | 27 | 104 | 97 | 106
SF-539 | 95 | 106 | 84 | 42 | 99 | 91 | -66* | 97 | 94 | 104
HCT-116 | 97 | 111 | 88 | -17* | 106 | 99 | -96* | 96 | 98 | 100
SF-295 | . | . | 91 | -11*[4.75 µM] | 98 | 112 | -20* | 99 | 72 | 126
HCC-2998 | 95 | 103 | 108 | -63* | 107 | 102 | -95* | 106 | 116 | 106

#11 CCOP(=O)(OCC)OC(C[N+](=O)[O-])C(Cl)(Cl)Cl (configuration not stated)
#12 COc1ccccc1[As]=[As]c1ccccc1OC (configuration not stated)
#13 COC(=O)C1C2c3ccccc3C(c3ccccc32)C1C(=O)OC (configuration not stated)
#14 C=C1C(=O)OC2CC3(C)OC3C3OC3C3=CC(OC3=O)C12 (configuration not stated)
#15 COc1ccc(C=O)cc1OC
#16 CCCCCCCCCCCCCCCCCC1OC[C@@H](COC(=O)O[C@@H](C(=O)O[C@H]2C[C@@]3(O)[C@@H](OC(=O)c4ccccc4)[C@@H]4[C@]5(OC(C)=O)CO[C@@H]5C[C@H](O)[C@@]4(C)C(=O)[C@H](OC(C)=O)C(=C2C)C3(C)C)[C@@H](NC(=O)c2ccccc2)c2ccccc2)O1 (some centres not stated)
#17 COC12CC3(C)C(C4=CC(=O)OC4)CCC3(O)C3CCC4=CC(=O)CCC4(CO1)C32 (configuration not stated)
#18 CC(C)SP(=S)(SC(C)C)SC(C)C
#19 CN1C(=O)C[N+]([O-])=C(c2ccccc2)c2cc(Cl)ccc21
#20 COc1cc(OC)c(S(=O)(=O)N(CCCl)CCCl)cc1C1=NN(C=O)C(c2ccc(Cl)cc2)C1 (configuration not stated)

compound no. | 11 | 12 | 13 | 14 | 15 | 16 | 17 | 18 | 19 | 20
SNB-75 | 114 | -92* | 95 | 90&88 | 94&99 | 50 | 91 | 101 | 97 | 64
SNB-19 | 109 | -85* | 110 | 103&104 | 107&117 | 62 | 107 | 107 | 93 | 86
KM12 | 99 | -82* | 102 | 103&104 | 107&103 | 29 | 114 | 103 | 105 | 92
U251 | 112 | -83* | 101 | 104&103 | 104&100 | 58 | 103 | 107 | 107 | 81
SF-268 | 100 | -83* | 104 | 109&99 | 104&97 | 66 | 109 | 105 | 99 | 90
SF-539 | 101 | -91* | 97 | 96&101 | 103&101 | 52 | 111 | 95 | 100 | 87
HCT-116 | 93 | -71* | 103 | 2.4*! | 99&99 | 23 | 101 | 100 | 100 | 74
SF-295 | 102 | -86* | 98 | 98&103 | 109&100 | 61 | 91 | 97 | 120 | 86
HCC-2998 | 99 | -98* | 92 | 103&103 | 110&101 | 57 | 131 | 90 | . | 103

#21 CCC(=O)C1(c2ccccc2)CCNCC1
#22 O=C(Cc1ccc(-c2ccc3c(=O)cc(N4CCOCC4)oc3c2)cc1)N1CCN(CCN2CCOCC2)CC1
#23 O=C1CC(=O)NC(=S)N1
#24 O=C1NC(=O)C2(CCN(S(=O)(=O)c3ccccc3)CC2)C(=O)N1
#25 CC(C)(C)OOC(=O)/C=C\C(=O)OOC(C)(C)C
#26 O=C(N1c2ccc(F)cc2[C@H]2[C@H]3OO[C@@H](C[C@H]2[C@H]1c1ccccc1F)O3)C(F)(F)F
#27 COc1ccc(/C=C\c2cc(OC)c(OC)c(OC)c2)c(NS(=O)(=O)c2ccc(F)cc2)c1O
#28 O=C1NC(=O)C(=Cc2c(Cl)cccc2Cl)C(=O)N1
#29 CCO[P+](=O)Oc1ccccc1 (configuration not stated)
#30 O=C(OCCl)c1ccccc1

compound no. | 21 | 22 | 23 | 24 | 25 | 26 | 27 | 28 | 29 | 30
SNB-75 | 88 | 75 | 98 | 93 | 99 | 95 | 35 | 87&86 | 85 | 107
SNB-19 | 107 | 98 | 105 | 103 | 92 | 96 | 37 | 94&92 | 104 | 103
KM12 | 116 | 96 | 112 | 106 | 95 | 103 | 1.1* | 108&98 | 106 | 105
U251 | 98 | 105 | 104 | 101 | 99 | 93 | 19 | 97&91 | 103 | 98
SF-268 | 108 | 91 | 116 | 103 | 94 | 95 | 15 | 106&101 | 104 | 99
SF-539 | 95 | 98 | 102 | 105 | 94 | 96 | 2.8* | 96&102 | 101 | 101
HCT-116 | 104 | 87 | 104 | 105 | 106 | 98 | 7.7* | 96&117 | 100 | 102
SF-295 | . | 96 | 111 | 110 | 138 | 103 | 5.0* | 97&99 | 103 | 119
HCC-2998 | 106 | 104 | 106 | 110 | 104 | 103 | 15 | 109&99 | 108 | .

#31 CC1(O)c2cccc(O)c2C(O)=C2C(=O)C3(O)C(O)=C(C(N)=O)C(=O)CC3CC21 (configuration not stated)
#32 COc1ccc(OC)c(/C=C/[N+](=O)[O-])c1
#33 COc1ccc(Nc2nc(-c3ccccc3)c[se]2)cc1
#34 Oc1c(Cl)cccc1Cc1cc(Cl)cc(Cl)c1O
#35 NC(=O)OCCc1ccccc1
#36 CC(C(O)c1ccc(Cl)cc1)N1CCCCC1 (configuration not stated)
#37 ClCc1ccc2ccccc2n1
#38 N#CCCNc1ccccc1
#39 CC(=O)[C@H]1[C@H](N2CC2)C[C@H]2[C@@H]3CC=C4C[C@@H](O)CC[C@]4(C)[C@H]3CC[C@@]21C
#40 N#Cc1nc(C2CC2c2ccccc2)oc1N1C[C@@H]2C[C@@H](C1)c1cccc(=O)n1C2 (some centres not stated)

compound no. | 31 | 32 | 33 | 34 | 35 | 36 | 37 | 38 | 39 | 40
SNB-75 | 74 | 34 | 73 | 67 | 97 | 93 | 82 | 89 | 83&85 | 72
SNB-19 | 100 | 42 | 94 | 50 | 104 | 101 | 103 | 116 | 97&91 | 98
KM12 | 110 | 12 | 82 | 69 | 100 | 91 | 103 | 113 | 97&94 | 99
U251 | 76 | -27* | 94 | 53 | 98 | 100 | 103 | 103 | 94&80 | 95
SF-268 | 91 | 13 | 96 | 78 | 105 | 99 | 80 | 98 | 96&97 | 98
SF-539 | 74 | -6.8* | 85 | 54 | 104 | 98 | 106 | 98 | 89&91 | 99
HCT-116 | 99 | -81* | 92 | 54 | 100 | 117 | 91 | 108 | 78&71 | 92
SF-295 | 94 | . | 92 | 67 | 119 | 99 | 87 | 101 | 99&109 | 105
HCC-2998 | 69 | -82* | 98 | 71 | 112 | 96 | 105 | 106 | 113&103 | 99

#41 COc1cc2c(cc1OC)C(c1cccc(Cl)c1)=NN=C(C)C2
#42 COP(=O)(Oc1ccccc1)Oc1ccccc1
#43 C1CCC2CN(CCCN3CCOCC3)CC2C1 (configuration not stated)
#44 C=C(C)C1(C)C(=O)NC(=O)NC1=O
#45 Oc1ccc(Br)cc1
#46 CC1([N+](=O)[O-])COP(=O)(NC2CC2)OC1 (configuration not stated)
#47 NCCc1ccc(O)cc1
#48 CC(Oc1ccc(-c2ccccc2)cc1)C(=O)O (configuration not stated)
#49 COC(=O)C1=C(Nc2ccccc2)C(=O)OC12C(=O)Nc1ccccc12 (configuration not stated)
#50 CC(=O)O[C@H]1CC[C@H]2[C@@H]3CC=C4c5nc(-c6ccc(Br)cc6)sc5CC[C@]4(C)[C@H]3CC[C@]12C

compound no. | 41 | 42 | 43 | 44 | 45 | 46 | 47 | 48 | 49 | 50
SNB-75 | 81 | 86 | 90 | 91 | 104 | 96 | 91 | 92 | 75 | 72
SNB-19 | . | 101 | 91 | 101 | 102 | 98 | 85 | 97 | 96 | 94
KM12 | 102 | 110 | 106 | 104 | 107 | 109 | 111 | 107 | 106 | 102
U251 | 108 | 92 | 107 | 99 | 105 | 106 | 99 | 97 | 106 | 61
SF-268 | 101 | 108 | 98 | 111 | 98 | 109 | 102 | 105 | 93 | 89
SF-539 | 86 | 95 | 98 | 102 | 102 | . | 95 | 100 | 96 | 56
HCT-116 | 99 | 99 | 101 | 99 | 106 | 112 | 95 | 99 | 98 | 92
SF-295 | 97 | 94 | 94 | 94 | 103 | 111 | 96 | 102 | 106 | 38
HCC-2998 | 97 | 124 | 96 | 111 | 123 | 99 | 97 | . | 96 | 100

#51 CNC(Cc1ccccc1)c1ccc(C)cc1 (configuration not stated)
#52 O=P(N1CCCCCC1)(N1CCCCCC1)N1CC1
#53 NC(N)=N/N=C\c1ccc(/C=N/N=C(N)N)cc1
#54 O=C1CC(c2cc3ccccc3[nH]c2=O)Nc2ccccc21 (configuration not stated)
#55 CC(=O)N1N=C(c2ccc(F)cc2)CC1c1sc(N(CCCl)CCCl)nc1Cl (configuration not stated)
#56 C[C@]12C[C@H](c3ccoc3)OC(=O)[C@H]1CC[C@@]1(C)[C@@H]2[C@H]2C=C[C@]1(O)C(=O)O2
#57 O=C(O)CC(Br)C(=O)O (configuration not stated)
#58 O=C(O)c1nn(Cc2ccc(Cl)cc2Cl)c2ccccc12
#59 C=CC(O)CN1CC1 (configuration not stated)
#60 O=CN1N=C(c2ccc3c(c2)OCO3)CC1c1sc(N(CCCl)CCCl)nc1Cl (configuration not stated)

compound no. | 51 | 52 | 53 | 54 | 55 | 56 | 57 | 58 | 59 | 60
SNB-75 | 91 | 95 | 97 | 90 | 75 | 78 | 78 | 110 | 93 | 91
SNB-19 | 97 | 97 | 95 | 99 | 91 | 102 | 104 | 104 | 109 | 91
KM12 | 103 | 109 | 113 | 105 | 89 | 104 | 103 | 106 | 106 | 94
U251 | 98 | 107 | 100 | 100 | 86 | 98 | . | 98 | 91 | 99
SF-268 | 98 | 105 | 103 | 101 | 86 | 98 | 105 | 107 | 103 | 94
SF-539 | 99 | 108 | 98 | 99 | 100 | 92 | 104 | 109 | 103 | 102
HCT-116 | 83 | 98 | 112 | 92 | 86 | 77 | 104 | 105 | 101 | 84
SF-295 | 96 | 111 | 80 | 98 | 96 | 91 | 107 | 96 | 103 | 104
HCC-2998 | 111 | 107 | 98 | 103 | 105 | 103 | 102 | 115 | 98 | 106

The final 4 compounds of the part above open the next one:
#57 O=C(O)CC(Br)C(=O)O (configuration not stated)
#58 O=C(O)c1nn(Cc2ccc(Cl)cc2Cl)c2ccccc12
#59 C=CC(O)CN1CC1 (configuration not stated)
#60 O=CN1N=C(c2ccc3c(c2)OCO3)CC1c1sc(N(CCCl)CCCl)nc1Cl (configuration not stated)
#61 c1cc[n+](CCCCCCCCCC[n+]2ccccc2)cc1
#62 Clc1ccc(-c2csc3cccc[n+]23)cc1
#63 CN(N=O)C(=O)NC(N)=O
#64 C/C=C1/CN2CCC1CC2C(O)c1ccnc2ccc(O)cc12 (configuration not stated)
#65 Nc1cc2nc3ccccc3nc2cc1N
#66 COC(=O)C(Br)C(C)Br (configuration not stated)
#67 C=CC1=C[C@@H]2[C@@H]3O[C@]4(CC[C@H](O4)[C@@H](C)C[C@@H](O)C3=O)C[C@H](O)C3=NCC[C@@]32CC1
#68 Cc1cc[n+](C)cc1
#69 CO[C@H](/C(C)=C/C=C/C(C)=C/c1coc(C)n1)[C@H](C)[C@H]1C[C@@H](O)[C@@]2(C)O[C@H]2/C=C/[C@@H](C)[C@@H]2C[C@@H](CC(=O)O2)C[C@H]2O[C@@H]2C(=O)O1
#70 Cc1ccc[n+](CCCC[n+]2cccc(C)c2)c1
#71 Oc1ccc(Cl)cc1Cl

compound no. | 57 | 58 | 59 | 60 | 61 | 62 | 63 | 64 | 65 | 66 | 67 | 68 | 69 | 70 | 71
SNB-75 | 78 | 110 | 93 | 91 | 96 | 89 | 116 | 98 | 85 | 81 | -96* | 110 | -47* | 127 | 102
SNB-19 | 104 | 104 | 109 | 91 | 100 | 99 | 98 | 96 | 86 | 107 | -16* | 111 | 21 | 105 | 110
KM12 | 103 | 106 | 106 | 94 | 98 | 87 | 113 | 93 | 92 | 106 | -33* | 115 | -18* | 110 | 116
U251 | . | 98 | 91 | 99 | 98 | 96 | 103 | 98 | 77 | 98 | -7.0* | 86 | 3.5* | 102 | 91
SF-268 | 105 | 107 | 103 | 94 | 103 | 98 | 106 | 106 | 92 | 96 | -36* | 107 | 33 | 115 | 119
SF-539 | 104 | 109 | 103 | 102 | 101 | 100 | 108 | 112 | 95 | 106 | -44* | 122 | -19* | 99 | 99
HCT-116 | 104 | 105 | 101 | 84 | 100 | 94 | 102 | 85 | 75 | 98 | -23* | 104 | 4.5* | 107 | 99
SF-295 | 107 | 96 | 103 | 104 | 22 | 92 | 111 | 77 | 90 | . | -36* | 103 | -13* | 115 | 109
HCC-2998 | 102 | 115 | 98 | 106 | 102 | 106 | 105 | 101 | 97 | 105 | -81* | 100 | -25* | 118 | 100
